# From PubChem
# NPC1 prom act: activators of NPC1 promoter; Huh7 NPC1 promoter luciferase reporter, 24 h; Potency, µM (titrated, usually from 9.22 µM), inactives show at the highest dose activation, hits mostly activators; actives 2.4% (n = 320,000); AID 485313;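 also: potency is read from the fitted curve at half-maximal effect; % of control where 0% means no effect; nearly all actives have a fitted effect of over 60% in size; reporter is driven by a mutant NPC1 promoter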
#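 Luminescence from an NPC1 promoter-driven luciferase reporter in stably transfected Huh7 cells was measured after 24 h compound treatment at 37 °C, followed by 10 min ambient incubation with luciferase detection reagent.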
# KCNH2 3.1 block: inhibitors of human KCNH2 3.1 potassium channel isoform. actives 0.95% (n = 340,000). activity change, % (tested at about 1.8 µM). U2OS KCNH2 3.1, thallium flux FluxOr; stronger effect = lower value;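 active = maximum activity change below -70%; inconclusive = maximum activity change from -70% to -50%; inactive = maximum activity change above -50%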;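 also: thallium influx rate constant from kinetic fluorescence after stimulation buffer; % is scaled to controls: 0 for no effect and ±100 for the full control effect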
#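 Measured as rate of thallium-driven FluxOr signal in transduced U2OS cells carrying the 3.1 channel, read kinetically for 2 min upon stimulation; values are rate constants scaled to DMSO control wells.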
# Mito fusion act: inhibitors of mitochondrial division or activators of mitochondrial fusion; S. cerevisiae fusion-defective mutant growth rescue, CellTiterGlo 48 h; Potency, µM (top dose mostly 46.1 µM), inactives show top-dose growth rescue (activation), most hits filed as activators; actives 0.23% (n = 320,000);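 also: potency is read from the fitted curve at half-maximal effect; % of control where 0% means no effect; nearly all actives have a fitted effect of over 45% in size; temperature-sensitive fusion mutants such as fzo1-1 at 37 °C on non-fermentable ethanol glycerol medium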
#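 Compounds are tested for their ability to restore growth of mitochondrial fusion-defective yeast strains at non-permissive 37C in YPEG medium over 48 hours. Viability is quantified by luciferase luminescence.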
# FLuc modulator: inhibits or activates purified firefly luciferase, miR-21 counter-screen; purified FLuc, Km substrates, luminescence inhibition; Potency, µM (highest dose often 57.5 µM), without a hit: at the top dose activity change, negative = inhibition, usual class: inhibitors; actives 6.9% (n = 360,000); AID 588342;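 also: potency is read from the fitted curve at half-maximal effect; plate controls were vehicle for no effect and reference inhibitor for full effect; nearly all actives have a fitted effect of over 55% in size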
#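 Purified P. pyralis luciferase (10nM final) with 10uM D-luciferin and 10uM ATP (Km levels) in 50mM Tris acetate pH 7.5, 10mM Mg acetate, 0.01% Tween-20, 0.05% BSA; qHTS 6-point titration, ~60 µM downward; luminescence read.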
# MBNL1-CUG inh: inhibitors of human MBNL1 binding to CUG repeat RNA; Q9NR56; TR-FRET MBNL1-His/biotin-(CUG)12 binding, 665/545 ratio; Potency, µM (series often up to 57.5 µM), for the others: top-dose activity change, negative = inhibition, hits mostly inhibitors; actives 0.036% (n = 280,000); AID 2675; active = well fitted inhibition curve with a large enough effect in the signal ratio, with a control signal flat, not every such curve was filed as active; inconclusive = small, poorly fitted or top-dose-only effect, or effect the other way, or a change in a side signal; inactive = no such curve, though single readings can be large or run the other way; the % refers to the signal ratio; also: potency is read from the fitted curve at half-maximal effect; % is scaled to controls: 0 for no effect and ±100 for the full control effect
#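 Inhibition of protein-RNA binding appears as loss of TR-FRET between terbium anti-His antibody on MBNL1-His and streptavidin-XL665 on biotin-(CUG)12. Activity is normalized to buffer-only and uninhibited-complex controls.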
# RORg inh: inhibitors of mouse ROR gamma transcriptional activity | P51450 | Drosophila S2 Gal4-RORgamma UAS-luciferase reporter, 20 h | Potency, µM (series often up to 53.6 µM), for inactives: top-dose activity change, negative = inhibition, hits mostly inhibitors | actives 5.4% (n = 310,000) | AID 2551; also: potency is read from the fitted curve at half-maximal effect; % is scaled to controls: 0 for no effect and ±100 for the full control effect; nearly all actives have a fitted effect of over 60% in size
# Target sequence (P51450 whole entry, looked up, the tested form may be a part): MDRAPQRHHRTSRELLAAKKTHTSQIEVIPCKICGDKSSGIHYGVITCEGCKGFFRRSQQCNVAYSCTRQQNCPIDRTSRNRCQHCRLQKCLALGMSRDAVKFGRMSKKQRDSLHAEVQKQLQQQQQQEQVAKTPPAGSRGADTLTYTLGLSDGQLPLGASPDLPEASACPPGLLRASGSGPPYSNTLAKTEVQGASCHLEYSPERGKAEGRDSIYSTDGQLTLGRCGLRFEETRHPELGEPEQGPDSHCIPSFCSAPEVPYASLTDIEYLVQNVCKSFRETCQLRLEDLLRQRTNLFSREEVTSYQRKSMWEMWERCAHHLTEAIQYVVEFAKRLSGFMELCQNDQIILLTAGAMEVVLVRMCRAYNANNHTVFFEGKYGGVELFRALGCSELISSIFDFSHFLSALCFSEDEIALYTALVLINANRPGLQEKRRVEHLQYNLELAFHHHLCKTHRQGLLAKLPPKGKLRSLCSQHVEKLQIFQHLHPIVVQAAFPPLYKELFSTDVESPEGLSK
#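 Read-out: Photinus luciferase luminescence; inhibitors lower reporter signal. Insect Schneider cells with Gal4-ROR gamma fusion under metallothionein promoter, UAS reporter; 700 uM final copper sulfate induction, 20 hr, ambient temperature.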
# Rab9 promoter act: Rab9 promoter activation | Huh7 Rab9 promoter-luciferase reporter, luminescence, 24 h | Potency, µM (titrated, usually from 9.22 µM), for the others: at the highest dose activation, negative = inhibition, usual class: activators | actives 2.8% (n = 320,000) | AID 485297; also: potency is read from the fitted curve at half-maximal effect; % of control where 0% means no effect; nearly all actives have a fitted effect of over 60% in size
#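 Promoter activation is measured as luciferase luminescence in Huh7 cells stably transfected with a Rab9 promoter–luciferase construct, following 24 h compound exposure at 37 °C and 10 min reagent incubation at ambient temperature.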
# Menin-MLL TR inh: inhibitors of human menin-MLL interaction, mutant MLL peptide; O00255; Menin + Texas Red MLL mutant peptide, fluorescence polarization; Potency, µM (highest dose often 61.6 µM), for inactives: at the highest dose FP activity change, negative = inhibition, most hits filed as inhibitors; actives 0.23% (n = 270,000); AID 1768; active = well fitted inhibition curve with a large enough effect in the polarisation, with a control signal flat, not every such curve was filed as active; inconclusive = small, poorly fitted or top-dose-only effect, or effect the other way, or a change in a side signal; inactive = no such curve, though single readings can be large or run the other way; the % refers to the polarisation; also: potency is read from the fitted curve at half-maximal effect; % of control where 0% means no effect; many of its hits are not listed in these tables
# Target sequence (O00255 whole entry, looked up): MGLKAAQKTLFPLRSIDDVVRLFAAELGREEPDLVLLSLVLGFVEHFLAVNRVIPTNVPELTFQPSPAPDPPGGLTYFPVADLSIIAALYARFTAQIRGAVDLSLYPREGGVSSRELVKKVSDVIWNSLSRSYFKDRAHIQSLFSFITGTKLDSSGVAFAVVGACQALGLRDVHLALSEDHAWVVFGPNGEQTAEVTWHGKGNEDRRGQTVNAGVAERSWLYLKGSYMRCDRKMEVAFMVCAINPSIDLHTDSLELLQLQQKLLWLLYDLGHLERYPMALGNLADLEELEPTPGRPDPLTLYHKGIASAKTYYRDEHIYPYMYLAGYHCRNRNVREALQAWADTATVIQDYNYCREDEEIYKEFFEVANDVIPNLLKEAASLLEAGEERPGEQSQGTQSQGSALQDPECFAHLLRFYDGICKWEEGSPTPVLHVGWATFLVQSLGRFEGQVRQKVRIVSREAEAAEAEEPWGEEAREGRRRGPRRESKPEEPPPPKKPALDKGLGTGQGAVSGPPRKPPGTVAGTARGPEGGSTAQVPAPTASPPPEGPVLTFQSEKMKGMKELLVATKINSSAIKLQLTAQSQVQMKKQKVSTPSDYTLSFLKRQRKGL
# PKM2 act: activators of human pyruvate kinase M2. AID 1631. purified PKM2, Kinase-Glo ATP luminescence, activation; response scale: 0% is enzyme alone, no compound. Potency, µM (top dose mostly 57.5 µM), inactives show top-dose activation, usual class: activators. actives 0.34% (n = 260,000). P14618; also: potency is read from the fitted curve at half-maximal effect; % is scaled to controls: 0 for no effect and ±100 for the full control effect; nearly all actives have a fitted effect of over 55% in size
#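 hPK-M2, >95% pure; 0.1 mM ADP / 0.5 mM PEP final; imidazole pH7.2 buffer w/ 7 mM MgCl2, 50 mM KCl; 1 h RT; Kinase-Glo lum. Intermediate enzyme activity for dual inhibitor/activator qHTS.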
# VP16 counter: counter-screen for ROR gamma inhibitors: Gal4-VP16 reporter. Potency, µM (doses to about 53.6 µM), inactives show top-dose activity, negative = inhibition, actives largely listed as inhibitors. AID 2546. actives 3.5% (n = 310,000). Drosophila S2 Gal4-VP16 UAS-luciferase, luminescence, 20 h;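 also: Gal4-VP16 expression switched on by copper sulfate through the metallothionein promoter; potency is read from the fitted curve at half-maximal effect; % is scaled to controls: 0 for no effect and ±100 for the full control effect; nearly all actives have a fitted effect of over 50% in size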
# ELG1 DNA repair: blocks ELG1-dependent DNA repair in HEK293T cells; HEK293T ELG1-luciferase reporter, luminescence, 16 h; DNA damage induced by 5-fluorouridine; Potency, µM (series often up to 46.1 µM), for the others: at the top dose activity change, negative = inhibition, most hits filed as inhibitors; actives 2.3% (n = 330,000); AID 504467; also: potency is read from the fitted curve at half-maximal effect; % is scaled to controls: 0 for no effect and ±100 for the full control effect; nearly all actives have a fitted effect of over 55% in size
#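 5-Fluorouridine DNA damage + compound/DMSO, 2,000 cells/well, 16 h, 37 °C/5% CO2. ONE-Glo, 30 min RT, luminescence. Readout = decrease in reporter signal.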
# Starred values were filed as active, the others as inactive; ? = inconclusive; · = no result given; [ ] = dose if it differs, or a comment. Unless noted, calls follow the shape of the dose curve; as a rule, active = well fitted curve in the direction sought with a large enough effect; inconclusive = small, poorly fitted or top-dose-only effect, or another doubt; inactive = no such curve, though single readings can be large; an effect the other way counts as inactive or inconclusive. Only part of the results is shown. The share of hits here may be higher or lower than overall.
SMILES,NPC1 prom act,KCNH2 3.1 block,Mito fusion act,FLuc modulator,MBNL1-CUG inh,RORg inh,Rab9 promoter act,Menin-MLL TR inh,PKM2 act,VP16 counter,ELG1 DNA repair
CCN(CC(=O)NCc1ccc(F)cc1)C(=O)c1ccc(Cl)cc1,-5.5%,4.7,14.0%,-0.7%,5.6%,1.8%,0.1%,-20.5%,·,-8.4%,-7.3%
COc1ccc(N2C(=O)C(O)C2c2ccc(C)cc2)cc1 (stereo unspecified),0.2%,-1.7,-1.3%,2.4%,-9.0%,-16.0%,2.2%,-3.2%,-4.9%,-2.8%,-13.3%
O=C(C[n+]1cccc(CNC(=O)c2ccc(OC(F)F)cc2)c1)Nc1cc(C(F)(F)F)ccc1Cl,-3.1%,4.5,-6.7%,1.0%,-21.1%,-6.9%,1.5%,9.2%,4.2%,1.4%,7.3%
O=C(NNC(=O)C12CC3CC(CC(C3)C1)C2)c1ccccc1[N+](=O)[O-],2.2%,-12.4,-2.1%,-1.9%,11.6%,?,0.5%,-22.1%,-0.7%,-1.6%,12.2%
Cc1ccc(C(=O)N2CCOCC2)c(F)c1F,12.8%,8.4,-9.6%,-2.7%,-10.9%,-1.3%,12.7%,15.6%,6.8%,?,?
CCOC(=O)NC(NC(=S)Nc1ccccc1[N+](=O)[O-])C(Cl)(Cl)Cl (stereo unspecified),2.4%,8.2,-1.7%,10.5%,?,16.4%,-0.1%,?,1.7%,-11.8%,-11.6%
Cc1ccc(C2CCN(C(=O)Nc3ccc(F)cc3)C2)cc1 (stereo unspecified),?,15.9,5.2%,23.9µM*,1.1%,?,?,-8.4%,-4.0%,18.5%,?
O=c1c2sccc2nc(SCc2ccc([N+](=O)[O-])cc2)n1Cc1ccccn1,6.6%,-40.5,26.8%,2.8%,31.8%[activator],?,8.1%,-8.1%,?,?,?
CCC1COC(c2cccn2Cc2ccc(Cl)cc2)=N1 (stereo unspecified),-8.5%,18.0,1.1%,-0.3%,1.6%,4.9%,-0.4%,14.0%,0.1%,-3.3%,5.9%
Cc1nc2cc(NC(=O)CSc3nc4c(C)cccc4cc3C#N)ccc2s1,2.1%,3.6,1.9%,-0.9%,9.6%,-14.3%,8.6%,-26.6%,-19.8%,-8.6%,-22.8%
Clc1ccc(C2Nc3cccc4cccc(c34)N2)cc1Cl,25.5%,-2.1,-0.3%,23.9µM*,0.7%,9.3%[1.91 µM],15.9%,?,0.0%,1.4%,0.0%
CCOC(=O)C1(CCc2ccccc2)CCN(C2Cc3ccccc3C2)CC1,?,-78.9*,29.3%,15.1µM*,-14.2%,?,?,?,9.7%,-82.2%,?
COc1cccc(CNC(=O)c2ccc3c(c2)N(C)CCS3)c1OC,-1.0%,0.1,?,-15.8%,12.8%,-1.6%,-3.1%,-1.9%,0.3%,?,-1.2%
CCN(CC)C(=O)CSc1nc2c(sc(=S)n2-c2ccccc2)c(=O)n1-c1ccccc1OC,-5.2%,-4.8,3.3%,-0.1%,10.0%,26.1%,-1.0%,12.2%,·,-7.7%,?
CC(=O)NC(Cc1ccc(F)cc1)C(=O)NC1CCN(C(=O)Nc2cccc(C)c2)CC1 (stereo unspecified),-0.8%,-1.8,-5.9%,?,-3.5%,21.7%,?,-2.7%,1.3%,6.1%,?
CC(C)CC(=O)N1CCN(Cc2ccccc2[N+](=O)[O-])CC1,-2.1%,8.3,2.4%,-2.8%,-7.1%,13.4%,-4.7%,-1.5%,-0.2%,-18.4%,10.5%
COc1ccc(Cl)cc1NC(=O)c1c(-c2ccccc2)noc1C,0.2%,0.5,4.7%,0.6%,-2.8%,-40.1%,-7.6%,-3.2%,-10.2%,1.7%,0.5%
CC1C/C(=N\NC(=O)c2ccc([N+](=O)[O-])cc2)CC(C)(C)C1 (stereo unspecified),2.5%,0.3,10.2%,0.7%,?,?,0.0%,·,-0.6%,-4.6%,-7.8%
CCC1=NC(c2ccccc2)N(O)C1(C)C (stereo unspecified),1.2%,-5.3,-3.3%,-0.2%,-4.6%,2.2%,-5.4%,0.2%,-0.6%,-1.0%,8.0%
Cc1ccc(-c2noc(C3CCCN(C(=O)c4ccccc4)C3)n2)o1 (stereo unspecified),?,-2.6,-1.7%,19µM*,-4.6%,?,?,2.5%,9.9%,7.8%,?
CCOc1ccccc1N=NC1C(=O)N(C(N)=S)N=C1C (stereo unspecified),15.7%,-2.8,-20.5%,-1.2%,-0.3%,0.708µM*,-0.6%,?,·,1µM*,9.4%
Cc1ccc(F)cc1CNC(=O)C1CCC(=O)N(CCc2ccccc2)C1 (stereo unspecified),-7.7%,19.8,-1.8%,3.6%,-5.6%,11.3%,-7.3%,-9.2%,·,-4.9%,13.8%
Cc1nc(N2CCOCC2)c2c(C)c(C(=O)Nc3ccc(F)cc3Cl)sc2n1,5.7%,-3.7,-4.7%,1.9%,-25.0%,-4.9%,18.2%,0.8%,7.0%,-6.6%,19.4%
CC1=C(C(=O)NC2CCCC(C)C2C)C2(CCCCC2)OC1=O (stereo unspecified),10.0%,0.0,?,-12.5%,-13.1%,8.9%,1.5%,-4.8%,0.5%,-5.0%,3.9%
CCOC(=O)C1=C(C)NC(C)=C(C(=O)OCC)C1C(=O)OCC(=O)NC,-3.6%,4.3,-2.3%,-0.8%,-0.1%,9.8%,11.5%,1.9%,4.1%,-5.8%,-10.9%
CCOC(=O)c1cc(-c2nnc(SCC(=O)Nc3ccc(F)cc3)o2)c(C)nc1C,-2.1%,9.8,0.4%,-1.6%,-1.2%,-0.2%,2.9%,23.4%,8.8%,-3.5%,-9.9%
Cn1c(=O)c(C(N)=S)cn(-c2ccccc2)c1=O,-1.7%,12.1,-21.6%,-1.5%,0.7%,-29.1%,2.1%,15.2%,·,16.4%,22.2%
CSc1nnc2c(n1)c(C)nn2-c1ccc(C)cc1,3.2%,-6.6,-4.9%,?,14.7%,10.8%,-1.7%,2.6%,-12.2%,-13.1%,?
COc1ccccc1N1CCN(C(=O)CSc2ccc3c(C)cc(C)nc3n2)CC1,-2.1%,-3.0,0.6%,-2.8%,16.3%,?,-5.8%,-3.2%,5.4%,-6.7%,?
COC(=O)c1cc(NC(=O)CN2C(=O)CSC2=O)ccc1Cl,-3.8%,9.8,-1.0%,2.4%,-5.0%,?,6.2%,10.1%,3.3%,4.9%,0.7%
Clc1cc(Br)ccc1OCCN1CCOCC1,-2.8%,11.7,-1.0%,-13.4%,·,6.2%,-3.9%,2.1%,-10.4%,7.8%,20.4%
COc1ccc(CCNC2CCN(C)CC2)cc1OC,-6.5%,21.1,-5.2%,1.5%,-9.8%,-6.7%,-7.2%,3.1%,-0.9%,2.2%,-2.5%
Cc1cccnc1NC(=S)Nc1ncccc1C,1.26µM*,-12.5,-25.2%,13.5µM*,-0.7%,?,0.708µM*,13.1%,-23.0%,1.9%,?
CCOc1ccc(NC(=O)COc2cccc3c2CCN(Cc2cccnc2)C3=O)cc1,-7.7%,-41.0,-9.5%,-1.1%,-5.9%,35.7%,1.9%,·,0.0%,-0.8%,?
CC12CC3CC(C)(C1)CC(NCc1ccncc1)(C3)C2,-0.4%,-0.1,16.0%,1.8%,1.0%,-2.2%,-6.0%,-5.8%,-7.2%,6.4%[10 µM],-2.9%
O=C(COc1ccc(S(=O)(=O)N2CCOCC2)cc1)NC1CCCCC1,-2.2%,-4.8,-2.8%,8.5%,·,·,-4.7%,·,·,·,4.5%
O=C(NCCN1CCOCC1)c1cc(Cl)ccc1Cl,0.1%,2.5,-0.2%,3.5%,-8.5%,4.1%,-0.1%,8.0%,2.6%,1.2%,8.8%
C=CCN1CCN(C(c2ccc(Cl)cc2)c2nnnn2CCc2ccc(OC)c(OC)c2)CC1 (stereo unspecified),-2.7%,-15.5,2.4%,1.6%,-6.0%,?,0.2%,-26.0%,1.5%,7.2%,5.7%
CCOc1ccc(NS(=O)(=O)c2ccc(OC)c(NC(=O)c3ccc4c(c3)OCCO4)c2)cc1,5.5%,-6.3,2.9%,-13.6%,-6.3%,?,7.0%,?,4.1%,9.5%,?
